S aureus QS inh: blocks AIP-induced quorum sensing reporter in S. aureus; S. aureus RN6390 RNAIII-GFP reporter, flow cytometry 3 h; inhibition, % at 2 µM; 24,000 tested, 0.3% active;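 active = share of bacteria positive for the green fluorescent reporter and its mean brightness both inhibited by 50% or more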;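 note: 0% = AIP-stimulated control and 100% = unstimulated bacteria without AIP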
S aureus QS inh GFP MFI %: second read-out of S aureus QS inh, no call of its own (marks repeat the call); inhibition, %; measured here: inhibition of GFP MFI
An asterisk follows results filed as active. These rows are one share of the data (hit frequency here may not be typical).

SMILES | S aureus QS inh | S aureus QS inh GFP MFI %
O=C(CCCCCn1c(=O)[nH]c2ccccc2c1=O)NCCCN1CCN(c2ccccc2F)CC1 | -5 | -13
Cc1ccc(CCNC(=O)C2CCN(C(=O)N(C)C)CC2)cc1 | -2 | 4
Cc1ccccc1Cc1c(C)nc2nc(SCC(=O)NCc3ccco3)nn2c1C | 2 | 2
CCC1(C)Cc2c(C#N)c(N)n(-c3ccccc3)c(=O)c2CO1 (stereo not given) | -3 | -20
CC(C)Oc1ccc2c(=O)c(-c3ccccc3)coc2c1 | -3 | 4
COC(=O)CCC(=O)Nc1ccc(OC)cc1 | -2 | 4
Cc1cc(NC(=O)CSc2nccn2-c2ccc(Cl)cc2)no1 | -3 | -2
COc1cccc2c1C(=O)c1c(O)c3c(c(O)c1C2=O)C[C@@](O)(C(=O)CO)C[C@@H]3O[C@H]1C[C@H](N)[C@H](O)[C@H](C)O1 | 8 | 25
COc1ccc(CN(C(=O)c2ccccc2OC)C2CCS(=O)(=O)C2)cc1 (stereo not given) | -1 | 16
COC(=O)C1CCN(C(=O)CN2C(=O)NC(CCc3ccccc3)C2=O)CC1 (stereo not given) | -2 | -5
Cc1ccc(NC(=O)NC(=O)N(c2ccccc2)S(C)(=O)=O)cc1 | 0 | 5
CCCc1[nH]nc2c1C(c1ccc(OC(=O)N3CCOCC3)c(OC)c1)C(C#N)=C(N)O2 (stereo not given) | 2 | 7
CNC(=O)CN1C(=O)CSc2ncccc21 | 0 | -5
COc1ccc(OCC(=O)N2CC3(C)CC2CC(C)(C)C3)cc1 (stereo not given) | -1 | -9
Cc1ccc(C(=O)/C=C/Nc2cccc(O)c2)cc1 | 0 | 1
Oc1ccccc1-c1nnc(COc2ccccc2)o1 | 0 | -20
Cc1[nH]n(C(C)(C)C)c(=O)c1Sc1ccccc1 | 0 | 23
O=C(CCS(=O)(=O)c1cccc2nsnc12)NCc1ccccc1 | 2 | 13
O=C(Cn1cc2c(n1)CCCC2)NCC1CCCO1 (stereo not given) | -2 | -9
Cc1ccc(Cn2cnc3c(nnn3Cc3ccc(Cl)cc3)c2=O)cc1 | 0 | -12
CCn1c(SCC(=O)NCc2ccco2)nc2c(c1=O)SC(C)C2 (stereo not given) | -1 | 14
CC(NCc1ccco1)C(=O)N1CCc2ccccc2C1 (stereo not given) | 1 | 13
CCc1nc(SCc2cc(Cl)ccc2OC)n[nH]1 | 17 | 58
COc1ccc(C(=O)NCC(c2cccnc2)N2CCN(c3ccccc3OC)CC2)cc1OC (stereo not given) | -2 | 2
Cc1ccc(-c2nc(CS(=O)CC(=O)NCCN3CCCC3)c(C)o2)cc1 (stereo not given) | -10 | -25

Arranged by the number under S aureus QS inh (largest number first): 6 of the compounds above.
SMILES	S aureus QS inh	S aureus QS inh GFP MFI %
COc1cccc2c1C(=O)c1c(O)c3c(c(O)c1C2=O)C[C@@](O)(C(=O)CO)C[C@@H]3O[C@H]1C[C@H](N)[C@H](O)[C@H](C)O1	8	25
O=C(CCS(=O)(=O)c1cccc2nsnc12)NCc1ccccc1	2	13
Cc1ccc(NC(=O)NC(=O)N(c2ccccc2)S(C)(=O)=O)cc1	0	5
Cc1ccc(CCNC(=O)C2CCN(C(=O)N(C)C)CC2)cc1	-2	4
Cc1cc(NC(=O)CSc2nccn2-c2ccc(Cl)cc2)no1	-3	-2
O=C(CCCCCn1c(=O)[nH]c2ccccc2c1=O)NCCCN1CCN(c2ccccc2F)CC1	-5	-13

(more compounds)
SMILES | S aureus QS inh | S aureus QS inh GFP MFI %
COc1ccc2[nH]c(=O)c(CN(Cc3cccs3)Cc3nnnn3C(C)(C)C)cc2c1 | 6 | 8
CC(=O)NS(=O)(=O)c1ccc(NC(=O)c2ccccc2F)cc1 | 0 | -2
CN(C)C(=O)N1CCCC(C(=O)NCc2ccc(F)cc2Cl)C1 (stereo not given) | -1 | -15
CCN1CCN(S(=O)(=O)Cc2ccccc2)CC1 | 0 | -2
c1ccc(-c2n[nH]c3ccccc23)cc1 | 0 | 6
O=C(O)c1cccc(NC(=O)c2cccc(S(=O)(=O)N3CCCCC3)c2)c1 | -1 | 0
CCOC(=O)c1sc2ccc(S(=O)(=O)N3CCOCC3)cc2c1N | -2 | -6
COc1ccc(C2C(C(=O)NCc3cccnc3)c3ccccc3C(=O)N2C)cc1OC (stereo not given) | 1 | 32
O=C(O)c1cccc(NS(=O)(=O)c2cccc3cccnc23)c1 | 0 | 7
CCOC(=O)C1CCN(C(=O)C2(NC(=O)Nc3ccccc3Cl)CCCCC2)CC1 | 4 | 26
CCOC(=O)N1CCC(NC(=O)c2ccc(CNS(=O)(=O)c3ccc(F)cc3)cc2)CC1 | -8 | -13
COc1ccc(C2CC(c3c(Cl)cccc3Cl)n3nc(N)nc3N2)cc1 (stereo not given) | -1 | 0
Cc1ccc(N(C(C)C(=O)O)S(=O)(=O)c2cccnc2)cc1 (stereo not given) | -4 | -6
Cc1cccc(-c2nsc(SCC(=O)Nc3nccs3)n2)c1 | 5 | 19
O=C(NC1CCCC1)C(c1cccs1)N(C(=O)c1ccno1)c1ccccc1 (stereo not given) | 0 | -5
O=C1CSC(=NC(=O)c2ccccc2)N1 | -1 | -25
Cc1cc(Nc2cc(C)on2)n2ncnc2n1 | -2 | -1
O=c1c2c(nc3nc(CCc4ccccc4)[nH]n13)CCC2 | 0 | 4
O=C(c1ccco1)N1CCN=C1SCc1cccnc1 | 0 | 8
COc1ccc2c(c1)CCc1c(C(=O)Nc3c(C)n(C)n(-c4ccccc4)c3=O)noc1-2 | 0 | 2
Cc1ccc(-c2nc(N)n(C(=O)c3cccnc3)n2)cc1 | 0 | 6
COC(=O)CSc1nc2sc3c(c2c(=O)n1C1CCCCC1)CCN(C)C3 | 1 | 7
O=C(NCc1cccnc1)Nc1cccc(NC(=O)NCc2cccnc2)c1 | -2 | 1
Cc1cc(OCn2ccc(C(=O)O)n2)ccc1Cl | 0 | 21
CCCCCn1c(SCC(=O)OCC)nc2cc(C(=O)NCc3ccco3)ccc2c1=O | 15 | 18

As entered above:
S aureus QS inh, CCOC(=O)C1CCN(C(=O)C2(NC(=O)Nc3ccccc3Cl)CCCCC2)CC1 is entered as 4
S aureus QS inh, Cc1ccc(N(C(C)C(=O)O)S(=O)(=O)c2cccnc2)cc1 (stereo not given) is entered as -4
S aureus QS inh, O=C1CSC(=NC(=O)c2ccccc2)N1 is entered as -1

Whole records as entered above. Screens in order: S aureus QS inh	S aureus QS inh GFP MFI %
COc1ccc2[nH]c(=O)c(CN(Cc3cccs3)Cc3nnnn3C(C)(C)C)cc2c1 across the screens: 6	8
CCN1CCN(S(=O)(=O)Cc2ccccc2)CC1 across the screens: 0	-2

(next part)
SMILES | S aureus QS inh | S aureus QS inh GFP MFI %
COc1ccc(C(=O)N2CCC(C(=O)Nc3ccccc3OC)CC2)cc1 | 0 | -1
COc1ccc(-c2cc(C(=O)Nc3cc(C)n(Cc4ccc(Cl)cc4)n3)no2)cc1OC | 14 | 13
CCC(CC)n1[nH]c(=O)c2c(C)cc(C)nc21 | 5 | -4
CCOC(=O)c1[nH]c(C)c(C(=O)NCC2CCCO2)c1C (stereo not given) | 0 | -19
C=Cn1c(C(=O)O)cc(CC)c1-c1ccccc1 | 4 | 13
O=C(NCCc1ccc(Cl)cc1)C1CCN(S(=O)(=O)N2CCC3(CC2)OCCO3)CC1 | 0 | -3
O=C(c1noc2c1CCc1ccccc1-2)N1CCCc2ccccc21 | -4 | -28
CCSC1(SCC)N=C(N)C2(C#N)C(c3ccccc3)NC(C)=C(C)C12C#N (stereo not given) | 0 | -6
COc1ccc(CN2C(=O)CCC2(C)C(=O)NC2CCCC2)c(OC)c1 (stereo not given) | 3 | 1
COc1ccc(CCNC(=O)C2CC(=O)N(C3CCCC3)C2)cc1OC (stereo not given) | 1 | 2
CCOC(=O)N1CCN(C(=O)COc2ccc(S(=O)(=O)NC(C)C)cc2)CC1 | 0 | 1
C/C(=C\c1cc(C(=O)O)c(C)o1)CO | 0 | -6
O=C(CCn1c(=O)sc2ccccc21)NCc1ccc2c(c1)OCO2 | -4 | -17
O=C(NC1CCCCC1)c1nc2c(nnn2Cc2ccccc2Cl)c(=O)[nH]1 | 11 | 27
O=C(CSc1nc2c(cnn2-c2ccc(F)cc2)c(=O)[nH]1)N1CCOCC1 | 1 | 0
O=C(NCCc1ccccc1)C1CCN(C(=O)c2sccc2-n2cccc2)CC1 | -1 | -1
COc1cc(NC(=O)c2cc(OC)c(OC)c(OC)c2)c(OC)cc1NC(=O)CN1CCCCC1 | 0 | -41
O=c1c2c(nc3cc(-c4ccccc4)[nH]n13)CCC2 | -1 | -2
CCOC(=O)CN1Cc2cccc(C(=O)O)c2C1=O | 3 | 12
CC(C)OC(=O)CSc1nnc(Cc2ccccc2)n1Cc1ccco1 | 0 | 10
CCOC(=O)c1[nH]c(C)c(C(=O)Nc2cccc(Cl)c2C)c1C | -5 | -18
CCOC(=O)c1[nH]c(C)c(C(=O)NCCC2=CCCCC2)c1C | 8 | 25
COc1ccccc1OCCCCNCCO | -4 | -6
CCNC(=O)CC1C(=O)N(c2ccccc2)C(=O)N1CCc1ccc(OC)cc1 (stereo not given) | -9 | -22
O=C(NCCCN1CCN(c2ccc(F)cc2)CC1)c1cccc(N2CCCC2=O)c1 | 4 | 32
Next part.
SMILES | S aureus QS inh | S aureus QS inh GFP MFI %
CN1C(=O)CSc2ccc(NC(=O)N3CCc4ccccc43)cc21 | -2 | 5
O=C(O)CCS(=O)(=O)Cc1ccccc1F | -1 | -22
CCOC(=O)N1CCN(C(=O)c2cc3c(-c4ccc(Cl)cc4)nn(C)c3s2)CC1 | 0 | 4
COC(=O)n1c(=S)oc2cc(Cl)ccc21 | -5 | -24
CC1CCC(NC(=O)CC2Oc3ccccc3NC2=O)CC1 (stereo not given) | 0 | 24
CCOc1ccc(NC(=O)N(CCN2CCOCC2)Cc2ccc3c(c2)CCCN3CC)cc1 | 20 | 30
OC(CCN1CCCCC1)(c1ccccc1)c1ccccc1 | -3 | 1
O=C(O)[C@H](Cc1ccccc1)N1C(=O)c2ccncc2C1=O | -14 | -33
Cc1cccc(-c2cc3nc4c(c(N5CCC6(CC5)OCCO6)n3n2)CCCC4)c1 | 22 | 37
COc1ccc(OC)c(C2C(C(=O)O)c3ccccc3C(=O)N2C)c1 (stereo not given) | 0 | 6
CCS(=O)(=O)N1CCCC(C(=O)NC2CCC(C)CC2)C1 (stereo not given) | 0 | 41
COc1cccc(Cn2c(-c3nonc3N)nc3ccccc32)c1 | 8 | 26
Cc1cccn2c(=O)c3cc(C(=O)N4CCc5ccccc54)n(C)c3nc12 | -4 | -3
Fc1ccc(-c2cc(C(F)(F)F)nc(N3CCCCC3)n2)cc1 | -2 | -58
CCOc1ccccc1-c1nc(C(N)=O)c2[nH]c(=O)n(-c3ccccc3)c2n1 | 12 | 24
COc1ccc2oc(=O)c(NC(=O)C3CCCCC3)cc2c1 | 7 | 53
C=CCNC(=O)CSc1nc2sc(C)c(C)c2c(=O)[nH]1 | -1 | -6
Cc1ccc(Cl)cc1NC(=O)C1CCCN(S(=O)(=O)c2c(C)noc2C)C1 (stereo not given) | 3 | 22
COc1cccc(-n2cc(C(=O)O)c3ccccc3c2=O)c1 | 0 | 8
COc1cccc(C(=O)c2cc3ccc(O)cc3oc2=O)c1 | 1 | 6
Cc1cc(C)cc(C(=O)N2CCC(C(N)=O)CC2)c1 | -4 | -10
Cc1nc2sc(C(c3ccc(Cl)cc3)N3CC(C)OC(C)C3)c(O)n2n1 (stereo not given) | 0 | -33
C#CCSc1nc(-c2cccs2)ccc1C#N | -2 | -1
CCCOc1ccc(NC(=O)c2c(-c3ccccc3)noc2C)cc1 | 0 | 22
O=C1CC(c2ccc(F)cc2)C2=C(CCCC2=O)N1 (stereo not given) | -4 | -13

In a second layout: two of the compounds above
Results follow in this order: S aureus QS inh, S aureus QS inh GFP MFI %
- COc1cccc(C(=O)c2cc3ccc(O)cc3oc2=O)c1
  1, 6
- Cc1cc(C)cc(C(=O)N2CCC(C(N)=O)CC2)c1
  -4, -10

(further entries)
SMILES | S aureus QS inh | S aureus QS inh GFP MFI %
O=c1[nH]c2ccccc2nc1NCCN1CCOCC1 | 0 | -32
O=C(C1CC1)N1CCc2cc(Br)cc(S(=O)(=O)NCc3ccccn3)c21 | 5 | 11
COC(=O)CSc1cc(C)nc(NC(C)=O)n1 | 0 | 6
O=C(CSc1nnnn1Cc1ccccc1)Nc1ccc2c(c1)OCO2 | 0 | 3
O=C(Cn1nc(-c2ccccc2)ccc1=O)NCCN1CCN(Cc2ccccc2)CC1 | 0 | 0
Cc1ccc2nc(NC(=O)C3CCN(S(=O)(=O)c4cccs4)CC3)sc2c1 | -1 | 3
Cc1noc(C)c1C(=O)N1CCN(C(=O)c2sc3cc(Cl)ccc3c2Cl)CC1 | 10 | 24
CNC(=O)c1nnn(Cc2ccccc2)c1NC(=O)C(F)(F)F | -2 | -7
CC1=NS(=O)(=O)c2cc(Cl)ccc2N1 | -3 | -6
COc1ccc2nc(C)cc(N3CCOCC3)c2c1 | 0 | -19
CC1CCCCN1S(=O)(=O)c1cccc2cccnc12 (stereo not given) | -10 | -25
Fc1ccc(-c2nnc(NC3=NCCCCC3)o2)cc1 | -4 | -4
CCOC(=O)c1c(NC(=O)c2nn(CC)cc2Br)c(C#N)cn1-c1ccccc1 | 0 | 9
CCOC(=O)c1sc2nc(CC(=O)OC)nc(N3CCN(c4ccccn4)CC3)c2c1C | -2 | -4
CC1=C(C(=O)Nc2ccccn2)C(c2ccccc2)n2ncnc2N1 (stereo not given) | -2 | -2
O=C(CCN1C(=O)c2cccnc2C1=O)NC1CCCCCC1 | 1 | 6
CCCC(=O)OCCn1c(Br)nc2c1c(=O)[nH]c(=O)n2C | 1 | 8
CCOCCCNC(=O)C(NC(=O)CNC(C)=O)c1ccc(Cl)cc1 (stereo not given) | 5 | 15
Cc1cccn2c(=O)c3cc(C(=O)NCc4ccccc4)c(=N)n(CCCN4CCOCC4)c3nc12 | 4 | 11
Cc1ccc2c(c1)c1c(n2CC(O)CNC(CO)(CO)CO)CCCC1 (stereo not given) | 0 | 6
CCCS(=O)(=O)c1cn2cccc(N)c2c1S(=O)(=O)CCC | 1 | -5
COc1ccccc1-c1cc(C(=O)Nc2c(F)cc(F)cc2Br)no1 | 24 | 42
COc1ccc(C(N)=O)cc1N | 0 | -1
N=c1c(C(=O)NCc2ccc3c(c2)OCO3)cc2c(=O)n3ccccc3nc2n1Cc1cccnc1 | 2 | 21
